aSyn rescue – inhibitors of alpha-synuclein toxicity in yeast. Yeast expressing alpha-synuclein, growth rescue, BacTiter-Glo, 24 h. Potency, µM (doses to about 46.1 µM), without a hit: at the top dose growth rescue (activation), actives largely listed as activators. 0.14% of 370,000 active. AID 652106; note: % of control where 0% means no effect; nearly all actives have a fitted effect of over 65% in size
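Rescue of yeast growth: cells expressing toxic alpha-synuclein, induced in galactose at OD600 0.02, incubated with compound 24 h at 30 C. ATP luminescence quantified growth; inhibitors of toxicity appear as activators.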
PTHR1 agonist – agonists of human PTHR1 parathyroid hormone receptor | HEK293 GP2 PTHR1 cells, GloSensor cAMP luminescence, 1 h | Potency, µM (series often up to 115 µM), inactives show at the highest dose activation, most hits filed as activators | 0.075% of 410,000 active | AID 743266; note: nearly all actives have a fitted effect of over 55% in size; some results filed as inactive show a strong effect at the top dose; inactives centre near -15; many of its hits are not listed in these tables
Target sequence (Q03431 whole entry, looked up): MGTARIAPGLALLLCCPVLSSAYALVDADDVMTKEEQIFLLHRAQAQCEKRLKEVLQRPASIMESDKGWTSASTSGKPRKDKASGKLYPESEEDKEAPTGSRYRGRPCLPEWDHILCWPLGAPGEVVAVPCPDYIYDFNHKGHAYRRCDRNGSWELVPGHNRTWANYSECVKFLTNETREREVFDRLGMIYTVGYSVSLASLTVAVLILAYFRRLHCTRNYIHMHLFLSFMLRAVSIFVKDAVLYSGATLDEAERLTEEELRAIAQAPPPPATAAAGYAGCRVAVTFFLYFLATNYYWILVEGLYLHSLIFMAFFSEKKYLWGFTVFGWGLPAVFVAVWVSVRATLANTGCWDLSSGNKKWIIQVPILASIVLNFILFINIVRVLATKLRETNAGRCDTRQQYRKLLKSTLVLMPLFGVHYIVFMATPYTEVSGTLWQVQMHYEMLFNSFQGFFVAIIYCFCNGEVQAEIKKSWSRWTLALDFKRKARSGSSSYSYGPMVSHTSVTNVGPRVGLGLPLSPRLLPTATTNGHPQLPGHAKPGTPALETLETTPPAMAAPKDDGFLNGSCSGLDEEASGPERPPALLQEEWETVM
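HEK-293-derived GP2 cells expressing PTHR1 and a GloSensor cAMP reporter, 3,000/well, plated overnight, given luciferin plus IBMX (each 0.5 mM as added) for 1 h at 37 °C, then compound for 1 h at 37 °C. Luminescence was read after 15 min at room temperature.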
EPAC2 agonist – activates human EPAC2 exchange factor. AID 720711. Potency, µM (titrated, usually from 154 µM), for the others: top-dose activation, actives largely listed as activators. EPAC2 activation, biochemical qHTS; response scale: 100% = 6.5 mM cAMP response. 0.079% of 360,000 active; note: nearly all actives have a fitted effect of over 50% in size
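Readout is BODIPY fluorescence (480 nm excitation, 540 nm emission), which falls as labeled GDP is exchanged off Rap1B. EPAC2 at 100 nM acted on 250 nM RAP1B-BODIPY-GDP with 50 uM GDP present.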
EPAC2 antagonist – EPAC2 (human) antagonism; Q8WZA2; Potency, µM (highest dose often 114 µM), without a hit: at the top dose activity, negative = inhibition, most hits filed as inhibitors; 0.18% of 360,000 active; EPAC2 GEF exchange of Rap1B-BODIPY-GDP, fluorescence; note: % is set by controls: 0 for no effect and ±100 for the full control effect; nearly all actives have a fitted effect of over 45% in size; many of its hits are not listed in these tables
FUS suppressor – FUS proteinopathy suppression in yeast; 0.24% of 390,000 active; AID 1347120; S. cerevisiae FUS-expressing, growth rescue, OD600, 24 h; Potency, µM (series often up to 76.6 µM), for the others: at the top dose growth rescue (activation), hits mostly activators;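 note: plate controls were DMSO vehicle for no effect and reference control for full effect; nearly all actives have a fitted effect of over 55% in size; some results filed as inactive show a strong effect at the top dose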
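Quantitative HTS measuring growth restoration of FUS-toxic yeast. Galactose-induced cells (OD 0.005) were exposed 24hr at 30C to compounds at several concentrations, then absorbance at 600 nm was recorded.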
EPAC1 antagonist – antagonists of human EPAC1; O95398; EPAC1 GEF assay, Rap1b-BODIPY-GDP exchange fluorescence; Potency, µM (highest dose often 115 µM), without a hit: top-dose activity change, negative = inhibition, hits mostly inhibitors; 0.14% of 360,000 active;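 note: plate controls were vehicle for no effect and positive control for full effect; nearly all actives have a fitted effect of over 50% in size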
TDP-43 yeast inh – rescues yeast growth from TDP-43 toxicity; Potency, µM (doses to about 46.1 µM), for the others: top-dose growth rescue (activation), usual class: activators; AID 652104; 1.8% of 410,000 active; TDP-43 expressing yeast growth rescue, BacTiter-Glo, 24 h; note: % of control where 0% means no effect; nearly all actives have a fitted effect of over 50% in size
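Cell-based yeast growth screen: TDP-43 expression induced in galactose, inoculum OD600=0.02 after raffinose pregrowth to mid-log. Read-out BacTiter-Glo luminescence at 24 hr, 30 deg C; inhibition of toxicity seen as signal increase.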
EPAC1 agonist – agonists of human EPAC1 | 0.073% of 360,000 active | EPAC1 agonist qHTS, biochemical assay; response scale: 100% = response to 6.5 mM cAMP | AID 720707 | Potency, µM (doses to about 154 µM), inactives show at the highest dose activation, actives largely listed as activators; note: nearly all actives have a fitted effect of over 60% in size
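Multi-concentration qHTS readout: loss of Rap1B-bound BODIPY-GDP fluorescence driven by 100 nM EPAC1 with excess GDP (50 uM), monitored kinetically at room temperature; agonist response expressed relative to 6.5 mM cAMP.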
* marks the source's active call; other numbers are inactive results; i = inactive; ? = inconclusive; / = no result given; [ ] = another dose, or the depositor's remark. Calls come from the whole dose curve; as a rule, active = well fitted curve in the direction sought with a large enough effect; inconclusive = small, poorly fitted or top-dose-only effect, or another doubt; inactive = no such curve, though single readings can be large; an effect the other way counts as inactive or inconclusive. Potency is the fitted concentration of half-maximal effect. This is a subset (hit frequency here may not be typical).

SMILES	aSyn rescue	PTHR1 agonist	EPAC2 agonist	EPAC2 antagonist	FUS suppressor	EPAC1 antagonist	TDP-43 yeast inh	EPAC1 agonist
CCCCOc1ccc(NC(=O)c2cc(F)c(F)cc2Cl)cc1	-7%	i	-9%	-7%	/	-14%	-5%	-2%
Nc1ncnc(Oc2cccc(C(F)(F)F)c2)c1[N+](=O)[O-]	-3%	-32%	-1%	6%	-9%	3%	13µM*	-2%
O=C(NNC(=O)c1ccccc1Br)c1ccc(Cl)cc1	-4%	-23%[57.5 µM]	5%	12%	-1%	5%	-10%	4%
Cc1ccc(CCNS(=O)(=O)c2cc3c(cc2C)n(C)c(=O)c(=O)n3C)cc1	-3%	i	5%	-7%	-13%	-13%	2%	3%
Cc1noc(/C=C/N(C)C)c1S(=O)(=O)N1CCCC(C(=O)NC2CCCCC2C)C1 (configuration not stated)	0%	i	0%	-6%	?	10%	?	-17%
Cc1ccc(-c2cc(N)n(Cc3ccc(Cl)cc3)n2)cc1	5%	-29%	-16%	-7%	39%	-8%	?	-11%
CC1CC=CCC1(CO)CO (configuration not stated)	2%	-23%	7%	1%	/	-3%	0%	5%
O=C(c1ccc(Cl)cc1Cl)N1CCC(C(=O)N2CCOCC2)CC1	1%	i	11%	4%	8%	-7%	-9%	6%
O=C(NC1CC2CCCC(C1)N2C(=O)Nc1ccccc1)c1ccncc1 (configuration not stated)	-5%	i	1%	10%	8%	3%	-2%	4%
CCCn1nnnc1NCc1ccccc1C	0%	-16%	-1%	3%	-6%	7%	-12%	3%
CCN(CC)CCNC(=O)c1nn(-c2ccc(Cl)cc2)c2c1CCc1cc(OC)ccc1-2	0%	i	1%	3%	/	-4%	-2%	-8%
COc1ccccc1S(=O)Cc1ccc(C(=O)NCc2ccccc2Cl)o1 (configuration not stated)	-1%	-49%[inhibitor]	5%	8%	10%	-7%	7%	-8%
CCNC(=O)/C(C#N)=C/c1c(N2CCOCC2)nc2ccccn2c1=O	-1%	i	4%	-8%	-28%	-25%	21%	-1%
Cc1cc(C)nc(SCc2ccc(C(=O)N/N=C/C3CCCCC3)cc2)n1	7%	i	5%	6%	10%	18%	3%	5%
Cc1cccc(N(CC(=O)NCCc2ccccc2)C(=O)c2csnn2)c1	3%	i	-1%	0%	21%	3%	-10%	0%
COCC(=O)N1CCN(c2cccc(Cl)c2)CC1	-1%	i	2%	5%	0%	-16%	30%	6%
Cc1nc2c(c(C)nn2C(C)(C)C)c(C)c1CCC(=O)Nc1ccc(F)cc1	9%	-22%	/	/	5%	/	8%	/
COC(=O)Cn1c(C(=O)N2CCCC2)cc2c1C[C@H]1CN(C(=O)c3ccccc3)[C@@](Cc3ccc(OC)cc3)(C(=O)OC)[C@@H]21	-5%	i	3%	5%	?	6%	23%	-9%
Cc1ccc(C(=O)NC(=S)Nc2ccccc2N2CCOCC2)cc1C	-1%	17%	11%	8%	13%	12%	-5%	-5%
Cc1ccc(-n2c(=O)c3ccc(C(=O)NCc4ccccc4Cl)cc3n(CC(=O)Nc3cccc(Cl)c3)c2=O)cc1	1%	-2%	/	/	18%	/	-18%	/
COc1cc2c(cc1OC)CN(Cc1cc(OC)c(O)c(OC)c1)CC2	-4%	-9%	2%	8%	0%	5%	5%	5%
Nc1cc(F)ccc1N1CCCCCC1	2%	-2%	4%	-5%	-2%	14%	-10%[9.22 µM]	0%
COc1ccccc1NC(=O)COc1cccc2c1CCNC2=O	1%	i	-3%	18%	-1%	9%	12%	5%
O=c1cc(CN(Cc2ccccc2)Cc2ccccc2)c2c(ccc3ccccc32)o1	-2%	-14%	4%	3%	43%	0%	10%	19%
COC(=O)c1c(C)oc(C)c1S(=O)(=O)Nc1ccc(C(C)C)cc1	10%	-39%[inhibitor]	3%	-24%	12%	-15%	?	15%
COc1ccc(S(=O)(=O)NCCSCc2ccc(Cl)cc2)cc1NC(C)=O	3%	-26%	-1%	-3%	14%	8%	13%	5%
CC1CCC(NC(=O)C2c3ccccc3C(=O)N2Cc2ccc3c(c2)OCO3)CC1 (configuration not stated)	0%	-11%	1%	-6%	20%	-27%	15%	5%
COc1ccc(N2CCN(C(=O)CCS(=O)(=O)c3cccc4nsnc34)CC2)cc1	-2%	i	10%	0%	11%	-7%	12%	-1%
O=C(NC(Nc1nc2ccccc2s1)(C(F)(F)F)C(F)(F)F)c1ccccc1	4%	i	13%	-4%	4%	0%	-2%	3%
Cc1ccc(Nc2ncccc2C(N)=O)cc1	-10%	-20%	4%	-6%	/	-13%	8%	3%
Cc1ccnn1CC(=O)N/N=C/c1ccc([N+](=O)[O-])s1	1%	-3%	1%	-2%	-21%	-11%	8%	10%
COc1cc(OC)cc(C(=O)OCC(=O)Nc2cccc(S(=O)(=O)NC3=NCCCCC3)c2)c1	-4%	-12%	4%	-3%	19%	5%	7%	0%
Cc1cccc(NC(=S)NNC(=O)CC(C)O)c1C (configuration not stated)	-3%	i	6%	0%	11%	-4%	-2%	3%
O=C(O)COc1ccc(/C=C/c2nc(-c3ccccc3O)n[nH]2)cc1	5%	i	-2%	-3%	5%	-21%	7%	-4%
COc1ccccc1C(=O)n1nc(-c2ccccc2)nc1N	-4%	-23%[57.5 µM]	-1%	1%	-8%	-10%	-14%	-8%
CC(=O)c1ccc(N2CCC(c3cc(-c4ccc(Cl)cc4)n[nH]3)CC2)c([N+](=O)[O-])c1	4%	-20%	5%	-1%	16%	-12%	16µM*	9%
CCCCn1c(=O)[nH]c(=O)c2c1nc(-c1ccc3ccccc3c1)n2CC	-2%	-5%	3%	5%	5%	-20%	-13%[9.22 µM]	4%
Cc1ccc(C(=O)N/C(=C\c2cn(C)c3ccccc23)C(=O)NCCN2CCOCC2)cc1	-4%	-10%	-3%	-1%	-9%	-7%	-6%	3%
COC(=O)c1c(C(=O)OC)c(-c2cccc(F)c2)n2c1CS(=O)(=O)C2	0%	i	5%	0%	-19%	16%	19%	15%
O=C(C[C@@H]1CC[C@@H]2[C@H](COC[C@H](O)CN2C(=O)Nc2ccc(F)cc2)O1)NCCc1ccncc1	-2%	12%	10%	1%	-9%	-20%	-2%	-2%

Entries of single compounds, looked up by structure.
COc1cc2c(cc1OC)CN(Cc1cc(OC)c(O)c(OC)c1)CC2 across the screens: aSyn rescue = -4%; PTHR1 agonist = -9%; EPAC2 agonist = 2%; EPAC2 antagonist = 8%; FUS suppressor = 0%; EPAC1 antagonist = 5%; TDP-43 yeast inh = 5%; EPAC1 agonist = 5%
CC(=O)c1ccc(N2CCC(c3cc(-c4ccc(Cl)cc4)n[nH]3)CC2)c([N+](=O)[O-])c1 across the screens: aSyn rescue = 4%; PTHR1 agonist = -20%; EPAC2 agonist = 5%; EPAC2 antagonist = -1%; FUS suppressor = 16%; EPAC1 antagonist = -12%; TDP-43 yeast inh = 16µM*; EPAC1 agonist = 9%

Returning to the listing, starting 2 compounds before the break.
SMILES	aSyn rescue	PTHR1 agonist	EPAC2 agonist	EPAC2 antagonist	FUS suppressor	EPAC1 antagonist	TDP-43 yeast inh	EPAC1 agonist
COC(=O)c1c(C(=O)OC)c(-c2cccc(F)c2)n2c1CS(=O)(=O)C2	0%	i	5%	0%	-19%	16%	19%	15%
O=C(C[C@@H]1CC[C@@H]2[C@H](COC[C@H](O)CN2C(=O)Nc2ccc(F)cc2)O1)NCCc1ccncc1	-2%	12%	10%	1%	-9%	-20%	-2%	-2%
CCOC(=O)N1CCN(C(=O)c2oc3ccc(S(=O)(=O)N(CC)CC)cc3c2C)CC1	11%	i	10%	-8%	20%	3%	5%	7%
CC(C)CCNC(=O)c1cc(S(=O)(=O)N2CCc3ccccc32)cn1C	2%	-49%[inhibitor]	-11%	-17%	3%	2%	4%	-26%
O=C(C[n+]1cccc(/C=N/O)c1)N1CCCc2ccccc21	-6%	i	2%	7%	-1%	-1%	1%	-1%
COc1ccc(NC(=O)Nc2nnc(-c3ccccc3SCc3ccccc3)s2)cc1	-4%	-7%[57.5 µM]	5%	11%	4%	0%	12%	1%
CS(=O)(=O)c1cnc(-c2cccnc2)nc1N	-3%	i	-2%	12%	-6%	-11%	-11%[9.22 µM]	-5%
Cc1cc(C)c(C)c(OCC(=O)NCc2nc(-c3ccccc3)no2)c1	7%	i	10%	-8%	-36%	-14%	0%	14%
COc1ccc(C(=O)N/N=C/c2ccc(OC)c(CN3CCc4cc(OC)c(OC)cc4C3C)c2)cc1 (configuration not stated)	-3%	i	7%	4%	31%	-1%	-6%	-6%
COc1ccc(C(=O)N2CCN(c3ccc(C)cc3)CC2)cc1OC	1%	-29%	15%	9%	5%	23%	9%	13%
C/C(=N/NC(=O)CNc1ccc(C)cc1)c1ccc(Cl)cc1	-4%	-20%[57.5 µM]	4%	-2%	5%	-4%	-8%	13%
Cc1cc(=O)[nH]c(SCC(=O)N2CCCCCC2)n1	0%	-2%[57.5 µM]	-3%	0%	-4%	-13%	-1%	0%
Cc1cccc(CN2CCN(Cc3ccc(-n4cccn4)cc3)CC2CCO)n1 (configuration not stated)	-4%	i	8%	-5%	1%	-22%	-1%	-2%
NS(=O)(=O)c1ccc(CCNC(=O)C(=O)NCC2OCCN2S(=O)(=O)c2cc(F)ccc2F)cc1 (configuration not stated)	-7%	-16%	-2%	2%	-6%	-1%	12%	-5%
O=C(NN1CCN(Cc2ccccc2)CC1)c1ccc(N2CCOCC2)c([N+](=O)[O-])c1	0%	-15%	3%	3%	10%	0%	0%[0.397 µM]	-1%
COc1cccc(-n2c(COc3ccc(C)cc3)nnc2SCC(N)=O)c1	-3%	i	-28%	-5%	11%	9%	-17%	8%
NNC(=O)c1nc[nH]c1C(=O)Nc1ccccc1[N+](=O)[O-]	-3%	22%	8%	-8%	32%	3%	2%	3%
Cc1cc(C)cc(NC(=O)c2cccnc2)c1	-2%	?	2%	-1%	-5%	-20%	21%	-3%
O=C1CC(C(F)(F)F)=NN1	5%	-4%	3%	7%	-5%	14%	-8%	1%
COc1ccc(/C=N/NC(=O)c2ccoc2C)cc1OC	-12%	-18%	0%	1%	-17%	8%	-13%	12%
Cn1c(=O)c2c(nc(CN3CCc4ccccc4C3)n2Cc2ccccc2)n(C)c1=O	11%	-6%[57.5 µM]	10%	-3%	34%	6%	12%	8%
O=C(Cc1ccccc1)Nc1ccccc1C(=O)Nc1ccccc1	-4%	-3%	3%	30%	/	14%	-34%[inhibitor]	1%
CC1CN(S(=O)(=O)c2cccc(C(=O)N=c3sccn3C)c2)CC(C)O1 (configuration not stated)	-15%	-20%	9%	-5%	4%	-11%	-13%	0%
Cc1ccc(-c2nn3cnnc3c3ccccc23)cc1	-5%	-4%	1%	1%	18%	-10%	-17%[9.22 µM]	2%
O=c1[nH]c(NNC(=S)NC2CCCCC2)nc2c1C1(CCCC1)Cc1ccccc1-2	5%	i	0%	-21%	21%	0%	-13%	-1%

Bioassay records (PubChem)
